TcdB GH inh: TcdB glycohydrolase inhibitors, primary screen, biochemical, single point, plate reader; TcdB glycohydrolase enzymatic assay; AID 652162, 2013; 350,000 compounds, 0.24% hits; Toxin B (Clostridioides difficile), P18177; inhibition, % at 9.99 µM; in the data active = inhibition above about 10%
Target sequence (P18177 whole entry, looked up): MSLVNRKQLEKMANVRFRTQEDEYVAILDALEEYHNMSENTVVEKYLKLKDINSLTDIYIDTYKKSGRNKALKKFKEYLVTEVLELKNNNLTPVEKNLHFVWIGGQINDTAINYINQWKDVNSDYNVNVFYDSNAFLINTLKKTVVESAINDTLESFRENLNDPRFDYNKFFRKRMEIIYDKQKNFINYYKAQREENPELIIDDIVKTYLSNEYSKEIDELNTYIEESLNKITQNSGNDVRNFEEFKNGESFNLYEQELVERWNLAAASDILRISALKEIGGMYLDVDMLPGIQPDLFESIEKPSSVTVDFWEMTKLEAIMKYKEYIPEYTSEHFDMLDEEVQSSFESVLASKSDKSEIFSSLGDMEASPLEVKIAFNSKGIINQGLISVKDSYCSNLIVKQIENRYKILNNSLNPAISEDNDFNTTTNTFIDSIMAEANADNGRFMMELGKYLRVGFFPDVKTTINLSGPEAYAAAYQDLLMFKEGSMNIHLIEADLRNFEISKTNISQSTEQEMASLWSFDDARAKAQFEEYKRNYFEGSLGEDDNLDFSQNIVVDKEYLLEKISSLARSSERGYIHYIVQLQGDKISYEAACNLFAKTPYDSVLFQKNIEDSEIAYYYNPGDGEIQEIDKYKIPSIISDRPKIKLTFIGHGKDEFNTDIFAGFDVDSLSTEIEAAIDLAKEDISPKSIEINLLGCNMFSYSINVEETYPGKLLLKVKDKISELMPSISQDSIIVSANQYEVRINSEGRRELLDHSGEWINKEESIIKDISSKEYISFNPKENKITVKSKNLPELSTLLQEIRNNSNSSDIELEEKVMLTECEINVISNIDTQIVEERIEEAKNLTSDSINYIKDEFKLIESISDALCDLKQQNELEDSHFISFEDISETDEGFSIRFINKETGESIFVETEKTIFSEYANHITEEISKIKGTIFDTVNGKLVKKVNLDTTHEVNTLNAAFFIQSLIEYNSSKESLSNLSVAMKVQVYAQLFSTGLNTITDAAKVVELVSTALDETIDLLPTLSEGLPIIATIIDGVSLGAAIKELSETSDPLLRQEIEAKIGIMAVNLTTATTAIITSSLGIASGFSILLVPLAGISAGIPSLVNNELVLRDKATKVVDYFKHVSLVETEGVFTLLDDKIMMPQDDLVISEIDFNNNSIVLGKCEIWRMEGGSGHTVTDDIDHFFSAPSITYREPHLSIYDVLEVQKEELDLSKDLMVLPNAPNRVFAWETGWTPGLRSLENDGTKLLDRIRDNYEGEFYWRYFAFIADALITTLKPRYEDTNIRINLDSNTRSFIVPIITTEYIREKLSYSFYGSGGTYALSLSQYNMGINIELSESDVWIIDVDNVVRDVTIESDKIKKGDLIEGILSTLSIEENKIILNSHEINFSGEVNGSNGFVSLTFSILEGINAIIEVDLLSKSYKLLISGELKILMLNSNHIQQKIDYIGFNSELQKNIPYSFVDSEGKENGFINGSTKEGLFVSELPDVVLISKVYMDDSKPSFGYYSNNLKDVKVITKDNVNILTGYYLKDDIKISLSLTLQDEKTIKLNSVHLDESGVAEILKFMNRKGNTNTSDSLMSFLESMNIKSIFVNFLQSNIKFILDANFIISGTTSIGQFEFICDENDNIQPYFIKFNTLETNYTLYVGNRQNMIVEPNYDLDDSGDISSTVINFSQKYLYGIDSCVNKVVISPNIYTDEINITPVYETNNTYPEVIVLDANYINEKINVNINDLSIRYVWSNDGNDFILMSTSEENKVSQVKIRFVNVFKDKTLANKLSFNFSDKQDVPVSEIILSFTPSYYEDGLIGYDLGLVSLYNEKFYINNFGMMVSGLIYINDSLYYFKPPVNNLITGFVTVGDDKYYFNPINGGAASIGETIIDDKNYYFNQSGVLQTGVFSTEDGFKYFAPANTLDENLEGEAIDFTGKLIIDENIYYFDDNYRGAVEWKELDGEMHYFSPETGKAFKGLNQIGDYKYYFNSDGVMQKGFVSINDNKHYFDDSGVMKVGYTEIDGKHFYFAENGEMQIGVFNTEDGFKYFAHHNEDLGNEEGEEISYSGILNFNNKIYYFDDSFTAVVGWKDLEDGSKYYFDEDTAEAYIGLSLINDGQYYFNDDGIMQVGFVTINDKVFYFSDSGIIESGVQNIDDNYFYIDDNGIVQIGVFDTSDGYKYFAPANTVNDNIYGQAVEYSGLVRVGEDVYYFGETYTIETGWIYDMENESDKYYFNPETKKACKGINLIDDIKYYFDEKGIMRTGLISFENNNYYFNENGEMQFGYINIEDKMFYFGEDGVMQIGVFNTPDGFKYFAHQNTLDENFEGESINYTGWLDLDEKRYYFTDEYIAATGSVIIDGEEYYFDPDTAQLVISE
Starred values were filed as active, the others as inactive; & = joins results of further samples. These rows are one share of the data (hit frequency here may not be typical).

Sample of the layout (9 entries):
structure	TcdB GH inh
CN(C)C(=O)C[C@@H]1CC[C@@H]2[C@H](COC[C@H](O)CN2CC2CCCCC2)O1	-2.0
C[C@H](NC(=O)C[C@@H]1CC[C@@H](NC(=O)Cc2ccccn2)[C@@H](CO)O1)c1ccccc1	-0.8
CCC(=O)N1C[C@H](C)[C@@H](OC)CN(C)C(=O)c2cc(NC(=O)c3cnccn3)ccc2OC[C@H]1C	1.3
Cc1noc(C)c1NC(=O)Nc1ccc2c(c1)CC(=O)N([C@@H](C)CO)C[C@H](C)[C@H](CN(C)Cc1ccc3c(c1)OCO3)O2	-0.8
C[C@@H]1CN([C@H](C)CO)C(=O)c2cccc(NC(=O)Nc3ccccc3)c2O[C@@H]1CN(C)Cc1ccc(C(F)(F)F)cc1	0.3
C[C@H](CO)N1C[C@H](C)[C@H](CN(C)C(=O)Cc2ccccn2)Oc2ncc(-c3ccccc3)cc2C1=O	0.0
C[C@H]1CN([C@@H](C)CO)C(=O)Cc2cc(NC(=O)Cn3cnnn3)ccc2O[C@H]1CN(C)C(=O)Nc1ccc(C(F)(F)F)cc1	-0.2
O=C(C[C@H]1CC[C@@H]2[C@H](COC[C@@H](O)CN2CC2CCCC2)O1)NCc1ccc(Cl)cc1	-6.3
COc1ccc(NC(=O)Nc2ccc3c(c2)C(=O)N([C@H](C)CO)C[C@H](C)[C@H](CN(C)C(=O)Nc2c(C)noc2C)OCCCC[C@H](C)O3)cc1	-0.2

The listing, from the start:
structure	TcdB GH inh
CN(C)C(=O)C[C@@H]1CC[C@@H]2[C@H](COC[C@H](O)CN2CC2CCCCC2)O1	-2.0
C[C@H](NC(=O)C[C@@H]1CC[C@@H](NC(=O)Cc2ccccn2)[C@@H](CO)O1)c1ccccc1	-0.8
CCC(=O)N1C[C@H](C)[C@@H](OC)CN(C)C(=O)c2cc(NC(=O)c3cnccn3)ccc2OC[C@H]1C	1.3
Cc1noc(C)c1NC(=O)Nc1ccc2c(c1)CC(=O)N([C@@H](C)CO)C[C@H](C)[C@H](CN(C)Cc1ccc3c(c1)OCO3)O2	-0.8
C[C@@H]1CN([C@H](C)CO)C(=O)c2cccc(NC(=O)Nc3ccccc3)c2O[C@@H]1CN(C)Cc1ccc(C(F)(F)F)cc1	0.3
C[C@H](CO)N1C[C@H](C)[C@H](CN(C)C(=O)Cc2ccccn2)Oc2ncc(-c3ccccc3)cc2C1=O	0.0
C[C@H]1CN([C@@H](C)CO)C(=O)Cc2cc(NC(=O)Cn3cnnn3)ccc2O[C@H]1CN(C)C(=O)Nc1ccc(C(F)(F)F)cc1	-0.2
O=C(C[C@H]1CC[C@@H]2[C@H](COC[C@@H](O)CN2CC2CCCC2)O1)NCc1ccc(Cl)cc1	-6.3
COc1ccc(NC(=O)Nc2ccc3c(c2)C(=O)N([C@H](C)CO)C[C@H](C)[C@H](CN(C)C(=O)Nc2c(C)noc2C)OCCCC[C@H](C)O3)cc1	-0.2
CC(C)(C)NC(=O)C(c1ccccc1F)n1c(=O)c(-c2cc3ccccc3[nH]2)nc2ccccc21 (configuration not stated)	1.6
COc1cccc(S(=O)(=O)Nc2ccc3c(c2)C(=O)N(C)[C@@H]2CC[C@@H](CC(=O)NCC4CCCCC4)O[C@H]2CO3)c1	-0.2
COC(=O)c1ccc2nc(-c3ccc(Cl)cc3)c(Cc3ccccc3)n2c1	-0.4
CC(C)NC(=O)N(C)C[C@H]1Oc2ccc(NC(=O)C3CC3)cc2C(=O)N([C@@H](C)CO)C[C@@H]1C	-0.5
COC(=O)C1=C(C)N(C)C(=NCc2ccc(C(F)(F)F)cc2)NC1c1ccc(C(F)(F)F)cc1 (configuration not stated)	0.1
COc1ccc(S(=O)(=O)Nc2ccc3c(c2)CC(=O)N([C@@H](C)CO)C[C@H](C)[C@H](CN(C)S(=O)(=O)c2cccs2)O3)cc1	0.8
O=C([C@H]1[C@H](CO)[C@H]2Cn3c(ccc(-c4ccncc4)c3=O)[C@H]2N1CCC(F)(F)F)N1CCOCC1	-2.0
CCCN1C[C@@H](C)[C@H](OC)CN(C)C(=O)c2ccc(NC(=O)c3ccccc3)cc2OC[C@@H]1C	-1.0
C[C@H]1CN([C@@H](C)CO)C(=O)Cc2cc(NC(=O)Nc3ccc(F)cc3)ccc2O[C@@H]1CN(C)C	0.3
C[C@@H]1CN([C@@H](C)CO)C(=O)c2cc(C#Cc3ccccc3F)cnc2O[C@H]1CN(C)C(=O)Cc1cccnc1	1.5
COc1ccc(CNC(=O)C[C@@H]2CC[C@H](NC(=O)c3ccc4c(c3)OCO4)[C@H](CO)O2)cc1	0.0
C[C@@H]1CN([C@@H](C)CO)C(=O)c2cccc(N(C)C)c2O[C@@H]1CN(C)S(=O)(=O)c1cn(C)cn1	0.5
CN(C)C(=O)c1ccc(-c2ccccc2[C@@H]2[C@H](C#N)N(C(=O)C3CC3)[C@H]2CO)cc1	-6.4
COc1cccc(NC(=O)N(C)C[C@@H]2Oc3ncc(C4=CCCCC4)cc3C(=O)N([C@@H](C)CO)C[C@H]2C)c1	-1.2
O=C(C[C@@H]1C[C@@H]2c3cc(NC(=O)Nc4ccccc4)ccc3O[C@@H]2[C@H](CO)O1)NCC1CC1	0.6
C[C@@H]1CN([C@H](C)CO)C(=O)c2cc(C#Cc3ccc(F)cc3)cnc2O[C@H]1CN(C)C	0.5
Cc1ccc(S(=O)(=O)N(C)C[C@H]2OCc3cn(nn3)CCCC(=O)N([C@@H](C)CO)C[C@H]2C)cc1	-2.7
O=C(C[C@@H]1C=C[C@H](NC(=O)C2CCOCC2)[C@H](CO)O1)NCc1ccccc1Cl	-0.1
C[C@@H]1CN([C@H](C)CO)S(=O)(=O)c2ccc(C#C[C@@H](C)O)cc2O[C@@H]1CN(C)Cc1cccnc1	-0.2
CCCN1C[C@@H](C)[C@H](OC)CN(C)C(=O)c2cc(NC(=O)C3CC3)ccc2OC[C@@H]1C	0.2
CN1CCCCN2[C@H](CO)[C@@H](c3ccc(-c4ccc(F)cc4)cc3)[C@@H]2C1	1.7

Later entries.
structure	TcdB GH inh
C[C@@H]1CN([C@@H](C)CO)C(=O)Cc2cc(NC(=O)CCN3CCOCC3)ccc2O[C@@H]1CN(C)Cc1ccncc1	0.2
CC(C)NC(=O)N(C)C[C@H]1Oc2c(NC(=O)Nc3ccc(F)cc3)cccc2C(=O)N([C@H](C)CO)C[C@@H]1C	0.5
C[C@H](CO)N1C[C@H](C)[C@H](CN(C)C(=O)[C@@H](Cc2ccccc2)N(C)C)OCc2ccccc2-c2c(n(C)c3ccccc23)C1=O	-0.1
C[C@@H]1CN([C@@H](C)CO)C(=O)Cc2cc(NC(=O)C3CC3)ccc2O[C@H]1CN(C)Cc1ccc(C(=O)Nc2ccccc2N)cc1	-0.8
O=C(C[C@@H]1CC[C@H](NC(=O)Nc2ccc3c(c2)OCO3)[C@H](CO)O1)NCc1ccc2c(c1)OCO2	-1.0
C[C@@H]1CCCCO[C@@H](CN(C)C(=O)c2ccncc2)[C@@H](C)CN([C@H](C)CO)C(=O)c2cc(NC(=O)CCCCCC(=O)Nc3ccccc3N)ccc2O1	0.3
O=C(c1ccc2c(c1)OCO2)N1CC2(C1)[C@@H](c1ccccc1)[C@@H](CO)N2C(=O)C1CC1	-1.6
CC(C)NC(=O)Nc1ccc2c(c1)C(=O)N([C@@H](C)CO)C[C@@H](C)[C@@H](CN(C)C(=O)CCCN(C)C)OCCCC[C@H](C)O2	-4.1
COc1ccc(NC(=O)Nc2ccc3c(c2)C(=O)N([C@@H](C)CO)C[C@H](C)[C@@H](CN(C)Cc2ccc(Cl)c(Cl)c2)O3)cc1	0.7
CC(C)NC(=O)Nc1ccc2c(c1)CC(=O)N([C@H](C)CO)C[C@@H](C)[C@H](CN(C)C)O2	0.0
COC(=O)[C@@H]1[C@@H](CO)[C@@H]2Cn3c(ccc(-c4ccccc4F)c3=O)[C@@H]2N1Cc1ccccc1	-1.9
C[C@H](CO)N1C[C@H](C)[C@@H](CN(C)C(=O)c2ccccc2F)Oc2ncc(-c3cncnc3)cc2C1=O	1.2
CN1C(=O)c2cc(NC(=O)Nc3cccc(Cl)c3)ccc2OC[C@@H]2O[C@@H](CC(=O)O)CC[C@@H]21	-0.6
O=C(C[C@@H]1CC[C@H]2[C@@H](COC[C@H](O)CN2C(=O)Cc2ccccc2)O1)NC1Cc2ccccc2C1	-0.7
COc1ccc(NC(=O)Nc2ccc3c(c2)C(=O)N([C@@H](C)CO)C[C@@H](C)[C@@H](CN(C)C(=O)NC(C)C)OCCCC[C@@H](C)O3)cc1	-1.1
C[C@@H]1CN([C@@H](C)CO)S(=O)(=O)c2ccc(C#Cc3ccc(F)cc3)cc2O[C@H]1CN(C)S(=O)(=O)c1cn(C)cn1	1.0
Cc1ccc(S(=O)(=O)N(C)C[C@H]2Oc3c(NC(=O)NC4CCCCC4)cccc3C(=O)N([C@@H](C)CO)C[C@H]2C)cc1	-4.1
COc1ccccc1-c1ccc(C2[C@@H]3CN(S(=O)(=O)c4ccccc4OC)C[C@H]2N3)cc1 (some centres not stated)	0.0&0.5
O=C(C[C@H]1CC[C@H]2NC[C@@H](O)COC[C@@H]2O1)Nc1ccccc1	0.6
CC(=O)N(C)C[C@@H]1Oc2cc(C#CC(C)C)ccc2S(=O)(=O)N([C@@H](C)CO)C[C@H]1C	-3.6
C=CCCC1CN(Cc2ccc(OC)cc2)S(=O)(=O)c2c(cccc2N2CCCC2)O1 (configuration not stated)	-3.5
O=C(C1CCC1)N1[C@@H](CO)[C@@H](c2ccccc2)C12CN(Cc1cccc(Cl)c1)C2	-0.1
C[C@H]1CN([C@@H](C)CO)C(=O)c2cc(C3=CCCC3)cnc2O[C@H]1CN(C)Cc1ccccc1F	0.3
C[C@H](CO)N1C[C@H](C)[C@H](CN(C)C(=O)Nc2ccc(C(F)(F)F)cc2)Oc2ccc(NS(=O)(=O)c3cn(C)cn3)cc2C1=O	-0.1
CCCNC(=O)[C@@H]1[C@@H](CO)[C@@H]2Cn3c(ccc(-c4ccccc4F)c3=O)[C@@H]2N1CCC	0.1
O=C(C1CCOCC1)N1CC[C@@H]2[C@@H](CO)Nc3ccc(Br)cc3[C@@H]21	-3.6
COc1ccc(S(=O)(=O)Nc2ccc3c(c2)C(=O)N([C@@H](C)CO)C[C@@H](C)[C@@H](CN(C)C(=O)NC2CCCCC2)OCCCC[C@H](C)O3)cc1	-0.1
C[C@H](CO)N1C[C@H](C)[C@H](CN(C)Cc2ccncc2)Oc2ccc(NC(=O)c3ccncc3)cc2C1=O	1.0
CO[C@@H]1CC[C@@H]2CCN(C)C(=O)[C@H](C)[C@H](OC)CN(C)C(=O)c3cc(C#N)ccc3OC[C@@H]1O2	-2.7
CCC(=O)N1C[C@H]2[C@@H](c3ccccc31)[C@@H](CO)N2Cc1ccc(F)cc1	0.6

Other structures:
structure	TcdB GH inh
C[C@H](CO)N1C[C@H](C)[C@@H](CN(C)Cc2ccc(C(=O)O)cc2)Oc2cc(/C=C/c3ccccc3)ccc2S1(=O)=O	1.2
C[C@@H]1CCCCO[C@H](CN(C)C(=O)c2ccccc2)[C@H](C)CN([C@@H](C)CO)C(=O)c2cc(NC(=O)CCCCCC(=O)Nc3ccccc3N)ccc2O1	0.4
C[C@@H]1CN([C@@H](C)CO)C(=O)Cc2cc(N(C)C)ccc2O[C@H]1CN(C)Cc1ccc2c(c1)OCO2	-11.4
COCC1CC(c2ccccc2)OC(c2ccc(NC(=O)CCCCCCC(=O)O)cc2)O1 (configuration not stated)	0.0
COCC#Cc1ccc2c(c1)O[C@H](CN(C)C(=O)COC)[C@@H](C)CN([C@H](C)CO)S2(=O)=O	0.6
COc1ccc(S(=O)(=O)Nc2cccc3c2O[C@@H](CN(C)Cc2ccc(-c4ccccc4)cc2)[C@@H](C)CN([C@@H](C)CO)C3=O)cc1	-0.3
COc1ccc(CNC(=O)C[C@H]2CC[C@@H](NC(=O)c3ccc4c(c3)OCO4)[C@@H](CO)O2)cc1	0.2
CN(C)C(=O)c1cccc(-c2ccc3c(c2)[C@H]2[C@H](CCN2C(=O)C2CCCC2)[C@H](CO)N3)c1	0.3
CN(C)C(=O)c1ccc(-c2ccc([C@@H]3[C@H]4CN(C(=O)C5CCCC5)CC(=O)N4[C@H]3CO)cc2)cc1	-6.3
CN1C[C@H]2[C@@H](c3ccccc31)[C@@H](CO)N2C(=O)CN1CCOCC1	-0.9
O=C(CN1CCOCC1)NCC[C@H]1CC[C@H](NC(=O)Cc2ccccn2)[C@@H](CO)O1	-0.4
CC(c1nc2ccccc2n1Cc1ccccc1)n1c(-c2cnccn2)nc2ccccc21 (configuration not stated)	1.1
C[C@@H]1CN([C@@H](C)CO)C(=O)Cc2cc(NC(=O)Cc3ccccc3)ccc2O[C@H]1CN(C)C(=O)Nc1ccccc1	-6.4
Cc1noc(C)c1NC(=O)Nc1ccc2c(c1)CC(=O)N([C@@H](C)CO)C[C@H](C)[C@@H](CN(C)S(=O)(=O)c1ccccc1)O2	-0.3
COc1ccccc1-c1ccc2c(c1)O[C@@H](CN(C)C(=O)Nc1ccccc1)[C@H](C)CN([C@H](C)CO)S2(=O)=O	0.6
C[C@H]1CN([C@@H](C)CO)S(=O)(=O)c2ccc(C#Cc3cccc(F)c3)cc2O[C@@H]1CN(C)C	-3.4
C[C@@H]1CN([C@H](C)CO)C(=O)c2cc(NC(=O)Cc3ccccc3)ccc2O[C@@H](C)CCCCO[C@@H]1CN(C)C(=O)Cc1ccccc1	-1.3
Cc1ccc(S(=O)(=O)N(C)C[C@@H]2OCCCC[C@@H](C)Oc3ccc(NC(=O)NC4CCCCC4)cc3C(=O)N([C@@H](C)CO)C[C@@H]2C)cc1	0.0
COc1ccc(NC(=O)Nc2ccc3c(c2)C(=O)N([C@@H](C)CO)C[C@H](C)[C@@H](CN(C)C(=O)CCCN(C)C)OCCCC[C@H](C)O3)cc1	1.7

Compound activity: PubChem, Broad Institute
